SENP1 FRET inh – inhibitors of human SENP1 SUMO protease catalytic domain. Q9P0U3. recombinant SENP1 catalytic domain, CyPet-SUMO1-YPet FRET cleavage. inhibition, % at 10 µM. 360,000 tested, 0.21% active. AID 624204;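 active = inhibition at least 30% at 10 µM, raw YFP signal under a set limit, fluorescence ratio 0.5 to 1.5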;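 also: 0% = enzyme with DMSO and 100% = no enzyme wells; some results filed as inactive read as strong as hits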
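Assay system – human recombinant His6-tagged SENP1 catalytic domain enzyme · Input – SENP1 enzyme, 20 pM final · Buffer or medium – Tris pH 8 buffer plus EDTA, NaCl, BME, BSA, NP40, catalase · Schedule – 50 min reaction at room temperature · Technique – FRET read of cyan and yellow fluorescence · Control set – no-enzyme wells low, DMSO-plus-enzyme wells high control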
NALP3 yeast inh – blocks the NALP3 inflammasome reconstituted in yeast; Yeast reconstituted NLRP3/ASC/caspase-1, beta-gal luminescence, 24 h; inhibition, % at 10 µM; 330,000 tested, 0.39% active; AID 2825;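 active = inhibition of 50% or more; inactive = inhibition below 50%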;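 also: plate controls were induced DMSO wells for no effect and uninduced yeast grown without galactose for full effect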
SENP8 block-1 – inhibitors of human SENP8 protease. inhibition, % at 10 µM. 330,000 tested, 1.2% active. Q96LD8. purified SENP8, Z-RLRGG-aminoluciferin cleavage, luminescence. AID 2540; in the data active = inhibition above about 50%
Apaf-1 inh – inhibitors of human Apaf-1 apoptosome | reconstituted apoptosome caspase-3 activity, DEVD-Rh110 fluorescence | inhibition, % at 20 µM | 330,000 tested, 0.71% active; active = inhibition of at least 40% at 20 µM;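 also: plate controls were DMSO wells for no effect and DEVD-CHO caspase inhibitor wells for full effect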
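Material: reconstituted apoptosome with Apaf-1, cytochrome c, caspase-9, procaspase-3, dATP; medium: pH 7.5 Hepes buffer with CHAPS, BSA, DTT; also added: cytochrome c and DEVD-Rh110 substrate; timing: 30 min plus 50 min, RT; signal: Rh110 fluorescence intensity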
SENP7 block – blocks the human protease SENP7. Q9BQF6. recombinant SENP7, Z-RLRGG-aminoluciferin luminescence, 40 min. inhibition, % at 5 µM. 330,000 tested, 1.5% active;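 active = inhibition above about 50% at the single test dose, limit read from the data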;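 also: plate controls were DMSO with enzyme for no effect and no enzyme buffer wells for full effect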
SENP8 block-2 – inhibitors of human SENP8 protease | AID 602440 | 360,000 tested, 0.64% active | inhibition, % at 20 µM | Q96LD8 | recombinant SENP8, Nedd8 substrate fluorescence; in the data active = inhibition mostly above about 40%, no sharp cut-off; inactive = mostly below about 27%
HKDC1 inh – blocks human hexokinase HKDC1 activity; Q2TB90; recombinant HKDC1, G6PDH/diaphorase resazurin coupled fluorescence; inhibition, % at 20 µM; 340,000 tested, 0.16% active; AID 493160;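 active = inhibition above about 35% when tested at 20 µM, limit read from the data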;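 also: plate controls were DMSO wells with enzyme for no effect and DMSO wells lacking enzyme for full effect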
Target sequence (Q2TB90 whole entry, looked up): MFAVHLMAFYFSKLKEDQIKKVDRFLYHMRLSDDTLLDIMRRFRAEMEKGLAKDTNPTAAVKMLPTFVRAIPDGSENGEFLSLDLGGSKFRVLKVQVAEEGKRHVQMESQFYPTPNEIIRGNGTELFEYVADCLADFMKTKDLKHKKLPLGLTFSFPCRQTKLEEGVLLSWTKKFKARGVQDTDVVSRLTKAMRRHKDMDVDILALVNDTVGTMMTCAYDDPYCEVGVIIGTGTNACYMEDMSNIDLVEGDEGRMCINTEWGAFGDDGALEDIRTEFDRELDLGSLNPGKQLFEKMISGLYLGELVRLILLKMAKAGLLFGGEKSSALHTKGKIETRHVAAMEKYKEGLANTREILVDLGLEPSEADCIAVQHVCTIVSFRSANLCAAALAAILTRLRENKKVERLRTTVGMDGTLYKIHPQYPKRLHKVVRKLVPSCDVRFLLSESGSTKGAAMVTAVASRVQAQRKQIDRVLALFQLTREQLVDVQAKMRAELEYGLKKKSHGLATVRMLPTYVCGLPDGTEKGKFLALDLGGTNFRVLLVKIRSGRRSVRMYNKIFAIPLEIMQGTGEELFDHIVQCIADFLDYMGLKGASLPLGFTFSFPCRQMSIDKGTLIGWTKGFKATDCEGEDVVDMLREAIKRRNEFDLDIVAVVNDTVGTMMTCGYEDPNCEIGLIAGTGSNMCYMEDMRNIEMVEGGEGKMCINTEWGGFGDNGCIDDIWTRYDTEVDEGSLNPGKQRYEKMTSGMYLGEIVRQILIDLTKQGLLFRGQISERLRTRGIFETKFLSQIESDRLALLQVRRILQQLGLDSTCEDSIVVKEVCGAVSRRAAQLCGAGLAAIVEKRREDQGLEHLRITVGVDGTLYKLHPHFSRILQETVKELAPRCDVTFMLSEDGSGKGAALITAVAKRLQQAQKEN
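Test system: recombinant HKDC1 (HK5) hexokinase enzyme, produced in-house; Amount: enzyme 5 µg/mL final; Buffer or medium: Tris pH 8.0 buffer with MgCl2, Tween-20, BSA, BME; Reagent: glucose and ATP substrates; Doses: 20 µM test compound, 1% DMSO; Incubation: 90 min reaction incubation at room temperature, dark; Detection: resorufin fluorescence at 613 nm.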
SENP6 inh – SENP6 protease inhibition. AID 2599. inhibition, % at 10 µM. 330,000 tested, 1.8% active. Recombinant SENP6 catalytic domain, aminoluciferin luminescence;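 active = inhibition above about 50% at the single tested dose, limit read from the data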;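 also: plate controls were DMSO wells with enzyme for no effect and DMSO wells lacking enzyme for full effect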
PfG6PD inh – PfG6PD (Plasmodium falciparum) enzyme inhibition; PfGluPho enzyme, NADPH resazurin-diaphorase fluorescence; inhibition, % at 20 µM; 350,000 tested, 0.78% active; AID 504690;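 active = inhibition reaching at least a set limit at 20 µM in the primary screen, cut at about 59% in these data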;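 also: 0% = DMSO wells with substrate and 100% = DMSO wells lacking glucose-6-phosphate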
The depositor's hits bear a star; i = inactive; · = not tested or not shown.

smiles	SENP1 FRET inh	NALP3 yeast inh	SENP8 block-1	Apaf-1 inh	SENP7 block	SENP8 block-2	HKDC1 inh	SENP6 inh	PfG6PD inh
Cc1cccc(NC(=O)CCS(=O)(=O)c2ccc3c(c2)oc(=O)n3C)c1	0	9	11	0	9	1	-4	6	-12
O=C(Cc1cccs1)NCc1cccc(F)c1	0	-16	-12	-6	-8	-424	-3	8	-11
Cc1c(C(=O)N2C[C@@H](C)O[C@@H](C)C2)oc2c(F)cccc12	3	15	5	3	2	20	-2	1	-4
CC(C)(C)c1ccc(/C=C/C(=O)NCCCN2CCOCC2)cc1	-2	14	-19	-11	10	13	-4	-26	6
CCCCN=C(NNc1ccc(Br)cc1)C(=O)OCC	-20	16	-6	7	-4	-14	10	-4	-3
COC(=O)CCS(=O)(=O)c1ccc(Cl)c(Cl)c1	·	5	6	1	6	·	-3	11	-17
CCOC(=O)C1=C(CC)Nc2ccccc2N=C1NC(=O)c1ccc(OC)c(S(=O)(=O)N2CCOCC2)c1	2	·	·	·	·	8	-5	·	-1
CC1CCN(C(=O)c2[nH]cnc2C(=O)NCc2ccccc2)CC1	-1	9	-4	-2	6	12	2	-20	-5
COc1ccc(NC(=O)CN(C)C(=O)c2ccc(COc3ccccc3)cc2)cc1	1	25	9	2	1	2	-4	7	-17
CCOC(=O)c1cnc2sc3c(n2c1=O)CCCC3	-86	11	-1	11	11	-425	0	-15	1
CSc1ccccc1NC(=O)CN(C1CCCCC1)S(C)(=O)=O	2	17	-9	-4	-10	14	-1	-5	2
Cc1c(C(=O)NCCc2ccc(S(N)(=O)=O)cc2)cccc1[N+](=O)[O-]	4	16	-7	6	-10	6	14	-15	-12
CCOC(=O)C(NC(C)=O)(Nc1ccc(S(=O)(=O)Nc2ncccn2)cc1)C(F)(F)F (stereo not drawn)	2	15	2	-6	-2	11	-8	-5	14
Cc1csc2ncc(C(=O)N(Cc3ccccc3)c3ccccn3)c(=O)n12	1	9	-2	-6	-5	-108	-2	-21	-15
COc1cc(OC)c(NC(=O)c2cncn2-c2ccc(F)cc2)cc1Cl	0	17	7	22	10	10	6	-8	-13
Cc1ccsc1/C=C(/C#N)C(=O)NCc1ccccc1	6	-2	-6	3	-3	14	-6	-6	5
Cc1ccccc1NC(=O)Cc1nc(COC(=O)c2ccc(C(F)(F)F)cc2)cs1	-2	9	2	19	5	9	-2	-3	6
COc1ccc2oc(C(=O)OCC(=O)N3C(C)CCCC3C)c(C)c2c1 (stereo not drawn)	0	20	3	14	-4	-303	-2	-7	9
COC(=O)N1[C@H](Cc2ccccc2)C=C[C@]1(C)C(=O)O	0	-2	-7	-2	15	2	-2	-16	-4
CNC(=O)c1ccsc1NC(=O)CS(=O)(=O)c1ccccc1	-1	10	-4	3	2	15	-7	-7	7
COc1ccc(S(=O)(=O)N2CCCC(C(=O)NCc3ccc(F)cc3)C2)cc1 (stereo not drawn)	4	4	-7	5	8	6	2	0	2
CC1(O)C(=O)C=C2C=C(c3ccsc3)OC=C2C1=O (stereo not drawn)	·	16	6	6	0	·	·	5	·
Cc1cc(C)c(NC(=S)N(C)C)cc1C	3	25	3	0	7	7	-2	1	-10
Cn1cccc1Cc1nnc(SCC(=O)NC2CCCC2)n1CCc1ccccc1	-1	-9	1	-2	1	10	-5	12	9
COc1cc(CCc2ccccc2)c(C(=O)O)c(O)c1CC=C(C)C	4	·	·	·	·	20	9	·	-31
CCC(CC)c1nnc(NC(=O)Cc2cccs2)s1	-97	-3	-1	0	6	-13	-9	11	3
CCOC(=O)c1c(NC(=O)CSc2nnc(-c3ccncc3)n2Cc2ccco2)sc(C)c1C	1	2	7	11	-1	6	3	-5	-13
CC(C)NC(=O)CSc1nc2ccccc2n1CC(=O)N1CCc2ccccc21	1	5	6	4	-4	7	-4	-13	14
COc1ccc(N/C=C/C(=O)c2ccccc2)cc1	-39	36	95*	-9	96*	-25	-4	94*	6
COc1ccc(N2CC(C)Cn3c2nc2c3c(=O)n(CCc3ccccc3)c(=O)n2C)cc1 (stereo not drawn)	5	·	·	·	·	-19	-2	·	-4

smiles	SENP1 FRET inh	NALP3 yeast inh	SENP8 block-1	Apaf-1 inh	SENP7 block	SENP8 block-2	HKDC1 inh	SENP6 inh	PfG6PD inh
O=C(Cn1nc(C(=O)O)c2ccccc2c1=O)Nc1nc(-c2ccccc2)cs1	1	3	-4	-20	9	39	-8	-26	4
CN1CCN(C(=O)C2=C[C@H](c3csc4ccccc34)C[C@H](OCc3ccc(CO)cc3)O2)CC1	0	3	1	4	4	8	5	-9	4
CN(C)C(CNC(=O)Cc1cccc(C(F)(F)F)c1)c1ccccc1 (stereo not drawn)	-1	12	-13	7	-9	3	0	-15	6
Cc1ccc(Cl)cc1NC(=S)N(CCCN1CCN(C)CC1)Cc1cccs1	5	6	-7	3	-2	11	4	-24	3
CN(CC(=O)Nc1cccc2c1CCCC2)S(=O)(=O)c1ccccc1	0	8	1	9	-8	10	6	6	-15
S=C(NNc1nc(Nc2ccccc2)nc(N2CCCCC2)n1)NC1CCCCC1	0	29	0	18	1	6	-5	11	3
CC1(C(=O)N2CCN(Cc3ccccc3Cl)CC2)CC1(Cl)Cl (stereo not drawn)	0	20	-11	10	-6	21	-5	16	3
COC(=O)c1ccccc1NC(=O)CN1CCC(NC(=O)c2ccccc2C)CC1	2	13	-1	8	6	3	1	4	-7
NS(=O)(=O)c1cccc(NC(=O)c2cccc3c(Br)cccc23)c1	1	15	-3	9	7	2	-2	-8	18
Cc1nc(NC(=O)CSc2nnc(C3CC3)n2C)sc1C	2	14	1	-9	6	17	6	-35	-26
COc1ccc2c(CC(=O)Nc3ccc(N4CCOCC4)cc3)coc2c1	-3	19	4	-1	9	-33	-4	14	7
CC(CN1CCCC1)OC(=O)c1ccc(Cl)cc1Cl (stereo not drawn)	0	25	0	-11	1	7	3	-7	-8
COCCN(CC(=O)Nc1cccc(C)c1C)C(=O)c1ccc(-n2cccn2)cc1	-1	9	-7	-1	6	8	-2	-15	-4
CCCCNC(=O)c1cc2nc3c(c(C(F)(F)F)n2n1)CCc1ccccc1-3	-37	-7	-2	3	-9	i	-3	-8	-1
CC(=O)Nc1sc2c(c1C(c1ccc(F)cc1)N1CCOCC1)CCCC2 (stereo not drawn)	0	18	2	32	4	-2	7	10	1
O=C(COc1ccccc1F)NNC(=O)c1cc(Br)ccc1Cl	1	14	7	3	8	3	-2	2	1
Cn1c(=O)c2[nH]c(CSCc3ccccc3)nc2n(C)c1=O	6	·	·	·	·	6	-5	·	-9
COc1ccc2nc(NC(=O)CCn3cccc3)sc2c1	-1	25	-6	9	6	21	4	-20	-4
CC1=[N+](CC(=O)NC(C)(C)C)CCc2ccccc21	-8	-1	-13	-2	2	9	-11	1	-6
Cc1cccn2c(CNCCc3ccccn3)c(C(=O)N3CCOCC3)nc12	-7	27	1	6	4	-41	-8	-8	3
COC(=O)c1cn(C(=O)c2cc(OC)cc(OC)c2)c2ccccc12	3	18	-7	14	-1	1	-1	8	8
CCOC(=O)CC(=O)c1cc(OC)c(OC)c(OC)c1	0	3	-13	2	-2	-8	-9	-9	-15
Cc1ccc(-n2c3c(cc(C(=O)NCc4ccco4)c2=O)C(=O)CC(C)(C)C3)cc1	1	1	-1	0	4	-35	-3	-17	0
CCCC1CC(CSC(=N)N)OC1=O (stereo not drawn)	2	13	-2	3	-2	10	0	-10	-1
CC(C)(C)c1cn(-c2ccc(Cl)cc2)c(=S)[nH]1	-2	34	8	10	-4	10	-5	-15	43
Cc1ccoc1C(=O)Nc1cccc(Oc2ccccc2)c1	0	23	-1	4	19	17	4	12	0
NC(=O)c1ccc2c(=O)n3c(-c4cc(Cl)c(N)c(Cl)c4)csc3nc2c1	-6	-5	1	5	5	-181	-2	4	13
O=C(O)COc1ccccc1/C=N/NC(=O)CNC(=O)c1ccco1	2	13	3	5	5	4	-9	3	-4
O=C(NCCc1ccccn1)c1ccc(S(=O)(=O)N2CCCCCC2)cc1	1	12	-8	12	-10	24	-1	-4	0
CC1(C)CC(C(=O)NCCC(c2ccccc2)c2ccco2)CCO1 (stereo not drawn)	-8	9	-5	10	4	0	4	-3	-7

Given with two lines to a compound: part of the list above.
Under each structure – SENP1 FRET inh	NALP3 yeast inh	SENP8 block-1	Apaf-1 inh	SENP7 block	SENP8 block-2	HKDC1 inh	SENP6 inh	PfG6PD inh
> O=C(Cn1nc(C(=O)O)c2ccccc2c1=O)Nc1nc(-c2ccccc2)cs1
 : 1	3	-4	-20	9	39	-8	-26	4
> CN1CCN(C(=O)C2=C[C@H](c3csc4ccccc34)C[C@H](OCc3ccc(CO)cc3)O2)CC1
 : 0	3	1	4	4	8	5	-9	4
> CN(C)C(CNC(=O)Cc1cccc(C(F)(F)F)c1)c1ccccc1 (stereo not drawn)
 : -1	12	-13	7	-9	3	0	-15	6
> Cc1ccc(Cl)cc1NC(=S)N(CCCN1CCN(C)CC1)Cc1cccs1
 : 5	6	-7	3	-2	11	4	-24	3
> CN(CC(=O)Nc1cccc2c1CCCC2)S(=O)(=O)c1ccccc1
 : 0	8	1	9	-8	10	6	6	-15
> S=C(NNc1nc(Nc2ccccc2)nc(N2CCCCC2)n1)NC1CCCCC1
 : 0	29	0	18	1	6	-5	11	3
> CC1(C(=O)N2CCN(Cc3ccccc3Cl)CC2)CC1(Cl)Cl (stereo not drawn)
 : 0	20	-11	10	-6	21	-5	16	3
> COC(=O)c1ccccc1NC(=O)CN1CCC(NC(=O)c2ccccc2C)CC1
 : 2	13	-1	8	6	3	1	4	-7
> NS(=O)(=O)c1cccc(NC(=O)c2cccc3c(Br)cccc23)c1
 : 1	15	-3	9	7	2	-2	-8	18
> Cc1nc(NC(=O)CSc2nnc(C3CC3)n2C)sc1C
 : 2	14	1	-9	6	17	6	-35	-26
> COc1ccc2c(CC(=O)Nc3ccc(N4CCOCC4)cc3)coc2c1
 : -3	19	4	-1	9	-33	-4	14	7
> CC(CN1CCCC1)OC(=O)c1ccc(Cl)cc1Cl (stereo not drawn)
 : 0	25	0	-11	1	7	3	-7	-8
> COCCN(CC(=O)Nc1cccc(C)c1C)C(=O)c1ccc(-n2cccn2)cc1
 : -1	9	-7	-1	6	8	-2	-15	-4
> CCCCNC(=O)c1cc2nc3c(c(C(F)(F)F)n2n1)CCc1ccccc1-3
 : -37	-7	-2	3	-9	i	-3	-8	-1

Compound activity as filed in PubChem BioAssay.
